ERAP1 HTS inh: blocks human ERAP1 aminopeptidase activity. recombinant ERAP1, Leu-AMC fluorescence, 60 min. inhibition, % at 10.7 µM. hit rate 0.15% among 340,000;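 active = mean replicate inhibition of at least 30%, or all replicates individually reaching that 30% level; inactive = mean below 30% and not every replicate reaching it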;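 note: 0% = neutral control wells and 100% = L-leucinethiol positive control wells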
Target sequence (Q9NZ08 whole entry, looked up): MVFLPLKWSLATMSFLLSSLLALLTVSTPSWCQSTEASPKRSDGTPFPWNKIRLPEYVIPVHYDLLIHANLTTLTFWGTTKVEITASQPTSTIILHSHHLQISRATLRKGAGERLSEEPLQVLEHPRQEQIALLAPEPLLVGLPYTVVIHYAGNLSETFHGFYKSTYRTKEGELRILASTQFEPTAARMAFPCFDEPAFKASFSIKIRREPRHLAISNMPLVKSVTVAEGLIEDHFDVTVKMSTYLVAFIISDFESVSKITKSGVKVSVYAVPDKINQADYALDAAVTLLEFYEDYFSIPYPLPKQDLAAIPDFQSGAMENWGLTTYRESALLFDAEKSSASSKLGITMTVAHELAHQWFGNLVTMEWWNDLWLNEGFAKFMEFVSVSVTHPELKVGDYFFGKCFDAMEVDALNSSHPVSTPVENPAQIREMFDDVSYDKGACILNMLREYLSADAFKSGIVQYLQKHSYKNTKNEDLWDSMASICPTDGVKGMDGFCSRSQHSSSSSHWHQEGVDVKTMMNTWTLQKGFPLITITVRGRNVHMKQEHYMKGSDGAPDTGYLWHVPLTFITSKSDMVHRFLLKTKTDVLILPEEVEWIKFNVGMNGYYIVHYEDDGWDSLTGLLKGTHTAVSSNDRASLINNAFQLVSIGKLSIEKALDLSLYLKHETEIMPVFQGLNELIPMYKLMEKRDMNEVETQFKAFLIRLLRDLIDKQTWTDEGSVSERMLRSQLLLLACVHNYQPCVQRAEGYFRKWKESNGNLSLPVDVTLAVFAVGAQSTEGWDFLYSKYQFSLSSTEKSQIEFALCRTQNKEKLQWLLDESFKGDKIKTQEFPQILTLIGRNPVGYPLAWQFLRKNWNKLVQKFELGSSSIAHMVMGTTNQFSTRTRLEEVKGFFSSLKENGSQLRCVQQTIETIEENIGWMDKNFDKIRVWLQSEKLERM
EWS-Fli inh: EWS/Fli transcriptional activity inhibition; A673 NR0B1-luciferase reporter, viability-normalised; inhibition, % at 12.6 µM; hit rate 0.67% among 350,000; AID 651661;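 active = mean inhibition of at least 50% after viability correction, with every replicate also passing that limit; inconclusive = mean reaches 50% but only one of two replicates passes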;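 note: firefly luciferase signal divided by Alamar Blue viability fluorescence both relative to DMSO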
PGC1a acetyl inh: PGC1a acetylation modulation, inhibitor mode | hit rate 0.17% among 350,000 | inhibition, % at 15.6 µM | U2OS PGC1a acetylation, AlphaScreen anti-acetyl-lysine; with virally co-expressed GCN5 acetyltransferase | AID 651687;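 active = every replicate shows inhibition of at least 40%; inconclusive = mean inhibition at least 40% but some replicate below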;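 note: 0% = neutral control wells and 100% = positive control wells; some results beyond the cut were filed as inactive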
S100A4 MyoIIA: inhibitors of human S100A4 binding to myosin IIA peptide; P26447; S100A4/TAMRA-MyoIIA peptide fluorescence polarization; inhibition, % at 10.7 µM; hit rate 0.14% among 360,000;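 active = mean inhibition of at least 70% across replicates, with every replicate also reaching that level; inconclusive = mean inhibition reaches 70% but some replicates fall short; inactive = mean inhibition below 70%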
Target sequence (P26447 whole entry, looked up): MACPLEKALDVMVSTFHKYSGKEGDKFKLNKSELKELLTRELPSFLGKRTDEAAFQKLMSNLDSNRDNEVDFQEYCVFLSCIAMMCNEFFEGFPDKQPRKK
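incubation = readout 5 min after mixing, signal stable up to 60 min | system = S100A4 monomer protein | buffer or medium = HEPES pH 7.2 with CaCl2, KCl, NaCl, DTT, Triton | benchmarks = neutral control DMSO, positive control TFP | also added = fluorescent myosin IIA peptide, 5 nM | compound dosing = one concentration per compound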
LGR2 antag: Drosophila LGR2 receptor signaling inhibition; hit rate 0.35% among 380,000; inhibition, % at 9.99 µM; HEK293 LGR2, CRE-luciferase, bursicon-stimulated, 4 h;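 active = drop in luminescence signal, shown as inhibition above about 50% in the replicate tests, limit read from the data, passing the limit was not always enough; inconclusive = probably only some replicates passing the limit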;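 note: agonist challenge used bursicon conditioned medium at about half maximal strength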
PglD DTNB: PglD (C. jejuni) enzyme inhibition. hit rate 0.098% among 360,000. AID 602405. inhibition, % at 12.5 µM. purified PglD enzyme, DTNB colorimetric CoA detection; in the data active = inhibition above about 16%, passing the limit was not always enough; inconclusive = no clear call, values can overlap the other calls; note: strong numbers were not always called active
FN deposit inh: fibronectin deposition inhibition | AH1F fibroblasts, Alexa488-fibronectin deposition fluorescence, overnight | hit rate 0.086% among 350,000 | inhibition, % at 12.6 µM;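 active = mean inhibition across replicates of 30% or more, regardless of how many single replicates reach that level; inconclusive = mean under 30% yet at least half of replicates reach 30%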;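 note: positive control wells lacked labelled fibronectin entirely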
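Assay system: AH1F fibroblast monolayer, labelled fibronectin deposition. Amount: 10000 cells per well. Also added: labelled fibronectin 24 nM. Compound: single-point pinned compound. Incubation: cell attachment 1 h, compound and FN exposure overnight. Detection: fluorescence after three HBSS washes, excitation 485 nm, emission 525 nm. Read-out: inhibition of fibronectin deposition signal.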
PAX8 inh HTS: lowers PAX8-driven luciferase in RMG-I cells | hit rate 1.2% among 360,000 | RMG-I TPO-luciferase reporter, SteadyGlo, 24 h | inhibition, % at 12.6 µM | AID 652154;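 active = mean replicate inhibition at least 60% with every replicate also reaching 60%; inconclusive = only one of the two criteria is met; inactive = mean below 60% and not all replicates reaching 60%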;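 note: luciferase light reporting Pax8 driven TPO promoter activity; plate controls were median of neutral control wells for no effect and mitoxantrone controls for full effect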
The depositor's hits bear a star; ? = inconclusive; nt = no result given; & = joins results of further samples.

SMILES	ERAP1 HTS inh	EWS-Fli inh	PGC1a acetyl inh	S100A4 MyoIIA	LGR2 antag	PglD DTNB	FN deposit inh	PAX8 inh HTS
CCN(CC)CC1CN(N=Cc2ccc([N+](=O)[O-])o2)C(=O)O1 (stereo not given)	5	11	5	1	-9	-1	1	16
COc1cccc(CNS(=O)(=O)c2ccc(N3CCCC3=O)cc2)c1	-2	nt	14	-2	-4	3	2	8
COc1cccc(-c2cnc3c(c2)C(=O)N([C@H](C)CO)C[C@H](C)[C@H](CN(C)C(=O)CC2CC2)O3)c1	0	-2	-7	6	-3	0	-1	nt
Cc1ccc(-c2csc(NC(=O)CN3CCC(C(N)=O)CC3)n2)cc1	2	2	-9	-1	-27	-1	-13	-17
CN(C(=O)CSc1nnc(CNC(=O)c2ccccc2)o1)c1ccccc1	1	nt	nt	-6	8	1	3	nt
Cc1nn(CC(=O)NC(=O)c2ccccc2)c(C)c1[N+](=O)[O-]	1	-2	9	-2	5	-1	-4	0
CCN(CC)c1ccc(C=Nc2ccc(C)cc2C)c(O)c1	2	-35	0	-10	-55	nt	nt	-4
CN(C)CCCCCCCCCCC(=O)/C=N/O	6	-2	-19	7	3	1	nt	nt
CCCN(C)C[C@@H]1Oc2cc(C#CC3CC3)ccc2S(=O)(=O)N([C@H](C)CO)C[C@@H]1C	2	2	-24	-8	-1	11	1	nt
CCCNC(=O)[C@@H]1[C@@H](CO)[C@@H]2Cn3c(ccc(-c4ccccc4)c3=O)[C@@H]2N1C(=O)c1ccccc1F	0	-4	nt	4	-18	2	nt	-1
CCCCCCCCOC(=O)/C=C/c1c(C)[nH]c(=O)[nH]c1=O	0	2	-5	-1	0	3	3	-3
O=C(NCc1ccccc1)C1C(c2ccc3c(c2)OCO3)=Nc2ccccc2N1C(=O)c1cccc2ccccc12 (stereo not given)	-3	5	nt	2	5	nt	1	-7
Cc1ccccc1S(=O)(=O)N1[C@H](CO)[C@H](c2ccccc2)[C@@H]1C#N	2	-10	7	9	-15	-3	-2	12
O=C(N/N=C/c1ccco1)Nc1ccccc1	nt	nt	18	nt	-16	-4	4	-170
CCN(C(=O)COC(=O)CC(C)c1ccccc1)c1c(N)n(Cc2ccccc2)c(=O)[nH]c1=O (stereo not given)	1	1	nt	-7	8	-4	8	-11
CCOC(=O)c1ccccc1NC(=O)c1ccc2nccnc2c1	2	1	nt	1	nt	nt	2	0
CN(C)C(=O)CNC(=O)CN1C(=O)NC2(CCCc3sccc32)C1=O (stereo not given)	1	0	nt	-5	-8	0	-3	-7
C[C@@H]1CN([C@H](C)CO)S(=O)(=O)c2ccc(-c3ccncc3)cc2O[C@@H]1CN(C)C(=O)c1cccc(F)c1	-3	-2	-3	1	4	-4	-7	36
C[C@H](CO)N1C[C@H](C)[C@H](CN(C)C(=O)CCC(F)(F)F)OCCCC[C@H](C)Oc2ccc(NS(=O)(=O)c3cn(C)cn3)cc2C1=O	4	-9	-8	-10	1	-2	nt	7
CN(C)c1ccc(/C=C(/NC(=O)c2ccccc2)C(=O)NCCN2CCOCC2)cc1	10	-6	3	-24	-1	1	0	-5
C=CCC1(CC=C)CCCN1C(=O)CC1C(=O)NCCN1Cc1ccccc1OC (stereo not given)	1	5	0	1	-4	nt	-2	6
O=C(/C=C(\c1ccc(Cl)cc1)n1cncn1)c1ccc(Cl)cc1	0	nt	2	-5	-6	2	nt	nt
COc1ccc(CN(C)C[C@@H]2OCCCC[C@H](C)Oc3ccc(NS(=O)(=O)c4cccs4)cc3C(=O)N([C@@H](C)CO)C[C@H]2C)cc1	2	0	-13	-12	2	2	nt	13
Fc1ccc(/C=N/Nc2ccccn2)cc1	0	-38	nt	-4	nt	nt	0	-133
CC(C)C(C(=O)NCc1ccccc1)N1CCN(CCN2CCOCC2)CC1 (stereo not given)	3	-8	nt	-11	2	nt	1	-2
CN(Cc1ccc2c(c1)CCCN2C)C(=O)[C@H]1O[C@@H](n2cnc3c(N)ncnc32)[C@H](O)[C@@H]1O	9	8	1	12	-9	1	4	6
C[C@@H]1CN([C@H](C)CO)C(=O)c2cccc(NC(=O)c3ccncc3)c2O[C@H]1CN(C)CC1CC1	3	5	-5	2	2	5	nt	-8
CCOC(=O)c1cc(CN2CCOCC2)oc1-c1ccccc1	nt	nt	-1	nt	nt	-1	5	1
CN(C(=O)CSc1nnc(Nc2ccccc2)s1)C1CCS(=O)(=O)C1 (stereo not given)	nt	nt	1	nt	5	nt	-12	-9
COc1ccc(N2CCN(C(=O)C3CCN(S(=O)(=O)c4c(C)noc4/C=C/N(C)C)CC3)CC2)cc1	-1	12	10	1	-14	3	-14	3
CN(Cc1ccccc1)C(=O)C1CCC(CNS(=O)(=O)c2cccc3cccnc23)CC1 (stereo not given)	nt	13	nt	-6	10	nt	0	39
CN(C(=O)COC(=O)CCc1nc2ccccc2c(=O)[nH]1)C1CCS(=O)(=O)C1 (stereo not given)	3	-11	4	-1	3	nt	-7	-1
Cc1cnc(C(=O)OCC(=O)Nc2cc(-c3cc(C)c(C)cc3C)nn2-c2ccccc2)cn1	1	-38	-5	-3	2	2	3	-5
CO[C@H]1CN(C)C(=O)c2ccc(NC(=O)C3CC3)cc2OC[C@H](C)N(Cc2nccs2)C[C@@H]1C	1	-2	nt	7	10	1	-6	1
O=C(N/N=C\c1c(O)ccc2ccccc12)c1cncc(Br)c1	5	0	nt	2	16	-6	5	65*
COc1ccc(-n2ncc3c(=O)n(CC(C)=O)cnc32)cc1	0	-8	nt	-8	-4	1	-12	-4
CC1(OC(=O)CCc2ccccc2)C(=O)C=C2C=C(c3ccc(C#N)cc3)N(CCN3CCOCC3)C=C2C1=O (stereo not given)	4	-15	5	-8	1	2	4	14
CCOc1ccc(CNC(=O)c2ccc(Sc3ccc(C)cc3)c(NC(C)=O)c2)cc1OC	-1	9	-8	5	-1	nt	3	-7
CCC(=O)N1CC(=O)N2[C@H](C1)[C@H](c1ccc(-c3cccnc3)cc1)[C@@H]2CO	-3	6	-4	-2	0	nt	nt	3
CCS(=O)(=O)Nc1ccc2c(c1)C(=O)N(C)[C@@H]1CC[C@H](CC(=O)NCCOC)O[C@@H]1CO2	2	-6	nt	7	-7	-1	-24	-19
CC(=O)N1CCOc2ccc(S(=O)(=O)NCCc3ccc(S(N)(=O)=O)cc3)cc21	2	nt	5	-7	-5	-1	4	4
Cc1cccnc1C(NC(=O)C1CCN(CCCc2ccccc2)CC1)c1ccc(Cl)cc1 (stereo not given)	-10	20	nt	-2	-1	2	6	5
O=C(Oc1ccc(Nc2ncnc3ccccc23)cc1)c1cccnc1	0	-12	8	-2	7	5	nt	-25
O=C(Nc1ccccc1)N1CC(=O)N2[C@H](CO)[C@H](c3ccc(C#Cc4cccnc4)cc3)[C@H]2C1	0	2	23	-3	27	nt	nt	-17
C[C@@H]1CN([C@H](C)CO)C(=O)c2cc(NS(=O)(=O)c3cccs3)ccc2O[C@@H](C)CCCCO[C@@H]1CN(C)Cc1ccc2c(c1)OCO2	nt	4	-6	nt	8	1	nt	7

Ordered by the number under PGC1a acetyl inh (descending): some entries from above.
| mol | PGC1a acetyl inh |
| --- | --- |
| CC(=O)N1CCOc2ccc(S(=O)(=O)NCCc3ccc(S(N)(=O)=O)cc3)cc21 | 5 |
| CCC(=O)N1CC(=O)N2[C@H](C1)[C@H](c1ccc(-c3cccnc3)cc1)[C@@H]2CO | -4 |
| Cc1cnc(C(=O)OCC(=O)Nc2cc(-c3cc(C)c(C)cc3C)nn2-c2ccccc2)cn1 | -5 |

Other compounds
SMILES	ERAP1 HTS inh	EWS-Fli inh	PGC1a acetyl inh	S100A4 MyoIIA	LGR2 antag	PglD DTNB	FN deposit inh	PAX8 inh HTS
Cn1cc(CN2CCCC(C(=O)c3ccc(-c4ccccc4)cc3)C2)cn1 (stereo not given)	0	-40	-5	-1	8	-4	9	-23
Cc1c(C(=O)NCc2ccccc2F)oc2ccccc12	0	-46	-6	-5	-15	-10	3	-40
Cc1cc(C)c(OCC(=O)OCC(=O)NCC2CCCCC2)c(C)c1	-1	-2	nt	8	-6	-1	-6	15
C[C@@H]1CN([C@@H](C)CO)C(=O)c2cc(N(C)C)ccc2O[C@@H](C)CCCCO[C@H]1CN(C)C(=O)c1ccncc1	-2	-11	-98	4	6	-3	-8	-2
COc1ccc(OC)c(S(=O)(=O)Nc2cc3c4c(c2)CCC(=O)N4CCC3)c1	-6	-7	nt	-3	5	-2	-4	5
CCCCCCCCCC1NC(C(=O)O)Cc2c1[nH]c1ccccc21 (stereo not given)	-2	2	11	3	3	0	-2	23
CC(C)[C@H](C)NC(=O)N(C)C[C@@H]1OCc2ccccc2-c2c(n(C)c3ccccc23)C(=O)N([C@H](C)CO)C[C@H]1C	0	5	3	18	1	6	-6	nt
CCOc1ccc(C(CC(=O)O)NC(=O)c2cccs2)cc1 (stereo not given)	-3	8	-2	1	15	7	3	-19
COc1ccccc1S(=O)(=O)N[C@H]1CC[C@@H](CCn2cc(C3CC3)nn2)O[C@H]1CO	0	-5	-2	-1	-8	0	-14	-2
CC1(C(=O)Nc2cccc(Oc3ccccc3)c2)CCN1Cc1ccccc1OC(F)F (stereo not given)	5	11	-9	3	11	-2	-5	33
COc1cccc(/C=C/C(=O)c2c(O)cc(C)oc2=O)c1O	nt	nt	-7	-6	nt	-6	-3	-89
CC1(C(=O)NS(=O)(=O)c2ccccc2)CCN1C(=O)CCc1ccccc1 (stereo not given)	-2	4	3	-3	2	-1	-3	-13
Cc1ccc(CCNC(=O)CNC(=S)N(Cc2ccccc2)Cc2cccnc2)cc1	0	5	-13	0	11	nt	nt	12
CCCNC(=O)N1[C@H](CO)[C@H](c2ccccc2)[C@@H]1CNC(=O)C1CCCC1	0	nt	nt	-3	-11	nt	-8	nt
CN1CCN(C(=O)C2=C[C@@H](c3ccccc3)C[C@@H](OCc3ccc(CO)cc3)O2)CC1	2&1	-5&-6	-8	-4&1	-17	3&2	-1	-12&5
CCC(=O)N1CCCCN2[C@H](CO)[C@@H](c3ccc(C#CCOC)cc3)[C@H]2C1	-1	-9	0	13	10	10	nt	-24
CCOc1cc(C)c(C(C)C)cc1S(=O)(=O)n1cnc(C)c1	3	30	-4	-5	3	nt	4	21
COc1ccc(CC(=O)OCC(=O)NCc2ccccc2Cl)cc1	-2	0	12	-1	16	nt	-11	18
Cc1cc(C)cc(OCC(=O)N(Cc2ccccc2)C2CCS(=O)(=O)C2)c1 (stereo not given)	-4	9	-3	0	23	-7	9	16
CCCCOC(=O)c1nnc(-c2ccc(Cl)cc2)o1	nt	1	nt	-2	-3	nt	-1	-7
c1ccc(OCCOc2ccccc2-c2nnco2)cc1	nt	nt	0	nt	nt	-1	-4	-84
Cc1ccc(N(CCC#N)C(=O)CCl)cc1C	-5	72*	20	-10	-1	6	nt	?
Cc1nc(N2N=C(c3ccc(Cl)cc3)CC2c2ccco2)sc1C(=O)N(C)C (stereo not given)	-4	-25	5	-2	-172	-1	17	-6
COc1ccc(CN2C[C@@H](O)COC[C@H]3O[C@@H](CC(=O)NCCN4CCCC4)CC[C@@H]32)cc1	nt	0	-11	nt	-4	-4	-1	-11
C[C@@H]1CCCCO[C@@H](CN(C)S(=O)(=O)c2cn(C)cn2)[C@H](C)CN([C@@H](C)CO)C(=O)c2cc(NC(=O)Nc3ccc(F)cc3)ccc2O1	8	-3	-3	-7	46	-5	-7	-3
